# Assay outcomes: PubChem BioAssay, The Scripps Research Institute Molecular Screening Center
# DDE Tn7 FP inh – inhibitors of Tn7 peptide binding to human fibrin DD(E); P02675; FP displacement of FITC-Tn7 peptide from fibrin DD(E); 0% = median of compound wells per plate; inhibition, % at 8.3 µM; 370,000 tested, 0.13% active; AID 720508;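 active = inhibition above the mean of compounds falling within the control limits plus 3 SD of them, cut at about 14% in these data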;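 note: 0% = plate median of compound wells and 100% = 10 µM Aha-Tn7 peptide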
#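 Test system – human fibrin DD(E) · Times – 10 min preincubation, 3 h with tracer, room temperature · Detection – fluorescence polarization of the labelled Tn7 tracer · Measure – percent inhibition normalized to high-control wells · Benchmarks – high control wells with 10 µM unlabelled Aha-Tn7 peptide (full inhibition) · Repeats – singlicate testing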
# ABHD4 inh – inhibits mouse alpha/beta hydrolase domain 4 | Q8VD66 | purified mABHD4, FP-Rh probe fluorescence polarization | inhibition, % at 8.92 µM | 370,000 tested, 0.54% active | AID 720543;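 active = inhibition exceeding the mean over every tested compound plus 3 SD, cut at about 30% in these data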;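 note: 0% = plate median of compound wells and 100% = S159A mutant with DMSO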
#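 system = mouse ABHD4 enzyme, wild type | medium = HEPES pH 7.0, NaCl, Pluronic buffer | also added = FP-Rh probe | incubation = Enzyme–compound pre-incubation 45 min, then probe 60 min, both 25 °C | technique = fluorescence polarization, excitation 525 nm, emission 598 nm, BODIPY TMR filters | controls = S159A mutant high control, sample median low control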
# UHRF1 MBD2 ctr – human UHRF1 methylated DNA binding inhibitors | UHRF1 binding to methylated oligo, TR-FRET | inhibition, % at 4.4 µM | 370,000 tested, 0.75% active | AID 687016; in the data active = inhibition above about 21%;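 note: UHRF1 SRA domain binding a hemimethylated CpG hairpin DNA probe; 0% = median of test compound wells and 100% = reference inhibitor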
# TDP2 absorb – blocks human TDP2 phosphodiesterase activity; inhibition, % at 12.8 µM; recombinant TDP2, T5PNP hydrolysis, p-nitrophenol absorbance 415 nm; AID 720702; 370,000 tested, 0.34% active;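 active = inhibition above the mean of all tested compounds plus 3 SD, set per campaign, cut at about 25% in these data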;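 note: 0% = DMSO with enzyme and 100% = buffer with substrate but no TDP2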
#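 Incubation: 2 h at 37 °C; Test system: recombinant human TDP2; Quantity: enzyme 120 nM; Read-out basis: percent inhibition; Medium: 50 mM Tris-HCl pH 7.5 with Mg2+, KCl, DTT, BSA; Repeats: single replicate; Compound: 12.8 µM single point, 1% DMSO; Signal: epi absorbance; Reagent: 5 mM T5PNP chromogenic substrate; Benchmarks: no-enzyme high, DMSO-plus-enzyme low.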
# TCR-CD3 inh – blocks the human TCR-CD3 interaction; TAMRA-labeled TCR probe fluorescence, biochemical; inhibition, % at 9.4 µM; 360,000 tested, 0.37% active; in the data active = inhibition above about 19%;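 note: recombinant mutant TCR 2C K166C tagged with TAMRA read by polarization; 0% = receptor in buffer alone and 100% = receptor with positive control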
# HTRA1 inh – HTRA1 (human) protease inhibition; inhibition, % at 5.96 µM; 340,000 tested, 0.5% active; recombinant HTRA1, FP-rhodamine activity-based probe, fluorescence polarization; Q92743; in the data active = inhibition above about 36%;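 note: 0% = enzyme with DMSO and 100% = wells lacking enzyme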
# Target sequence (Q92743 whole entry, looked up): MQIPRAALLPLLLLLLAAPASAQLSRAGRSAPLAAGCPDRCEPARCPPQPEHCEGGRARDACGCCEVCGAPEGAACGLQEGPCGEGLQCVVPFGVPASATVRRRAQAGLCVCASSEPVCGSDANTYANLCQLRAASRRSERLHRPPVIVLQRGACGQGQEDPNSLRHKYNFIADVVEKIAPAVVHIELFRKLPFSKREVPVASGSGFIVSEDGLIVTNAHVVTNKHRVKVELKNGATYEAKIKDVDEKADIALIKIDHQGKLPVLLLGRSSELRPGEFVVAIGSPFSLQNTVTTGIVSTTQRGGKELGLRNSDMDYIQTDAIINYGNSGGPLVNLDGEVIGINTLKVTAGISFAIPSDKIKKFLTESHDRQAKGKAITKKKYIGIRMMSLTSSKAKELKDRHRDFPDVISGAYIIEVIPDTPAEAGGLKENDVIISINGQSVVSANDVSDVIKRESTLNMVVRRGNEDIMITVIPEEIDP
# PG9 binder – binds the HIV-1 gp120 antibody PG9; TR-FRET gp120-PG9 antibody binding; inhibition, % at 6.7 µM; 360,000 tested, 0.43% active; in the data active = inhibition above about 8.5%
# SIAE inh – inhibitors of human sialic acid acetylesterase SIAE; SIAE FP-Rh probe binding, fluorescence polarization; 370,000 tested, 0.69% active; inhibition, % at 9.66 µM;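 active = inhibition above a cutoff: mean of compounds within the control limits plus 3 SD of those, cut at about 17% in these data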;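 note: 0% = plate median of compound wells and 100% = probe without SIAE protein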
# LEDGF integ inh – blocks HIV-1 LEDGF/p75-dependent DNA integration | inhibition, % at 3.7 µM | 370,000 tested, 0.64% active | TR-FRET IN-LEDGF/p75 DNA integration, Eu/Cy5;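 active = inhibition above the screen-wide mean plus 3 SD, cut at about 13% in these data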;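 note: signal is the Cy5 over europium emission ratio at 671 and 618 nm; 0% = plate median of compound wells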
# PRMT1 FP inh – PRMT1 (human) inhibition, primary screen. inhibition, % at 2.79 µM. recombinant PRMT1, activity-based probe fluorescence polarization. 370,000 tested, 1.3% active. Q99873. AID 652257;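 active = inhibition above about 21% made by adding two undisclosed values, limit read from the data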
# Target sequence (Q99873 whole entry, looked up): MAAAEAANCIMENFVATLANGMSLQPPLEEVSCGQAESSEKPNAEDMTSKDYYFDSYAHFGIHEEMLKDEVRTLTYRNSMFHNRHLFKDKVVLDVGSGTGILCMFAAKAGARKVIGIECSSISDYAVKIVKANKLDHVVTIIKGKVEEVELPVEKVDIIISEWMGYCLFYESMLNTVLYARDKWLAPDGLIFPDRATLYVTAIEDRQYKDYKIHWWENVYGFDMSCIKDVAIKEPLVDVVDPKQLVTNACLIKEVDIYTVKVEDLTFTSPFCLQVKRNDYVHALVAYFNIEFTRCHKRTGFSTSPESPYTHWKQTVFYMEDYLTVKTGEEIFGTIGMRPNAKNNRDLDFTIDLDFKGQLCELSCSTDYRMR
# * marks the source's active call; other numbers are inactive results; . = not tested or not shown.
SMILES,DDE Tn7 FP inh,ABHD4 inh,UHRF1 MBD2 ctr,TDP2 absorb,TCR-CD3 inh,HTRA1 inh,PG9 binder,SIAE inh,LEDGF integ inh,PRMT1 FP inh
Cc1cc2c(=O)oc(-c3ccccc3Br)nc2s1,0,1,-4,-1,-6,-70,0.0,-3,5,7
O=C(O)c1cccc(NC(=O)c2cccc(S(=O)(=O)Nc3cccc([N+](=O)[O-])c3)c2)c1,-5,-9,0,-2,-5,-1,-0.8,-9,0,4
CC(C)(C)N(Cc1cn(Cc2ccccc2)nn1)S(=O)(=O)c1ccc(N2CCCC2)cc1Br,-5,-4,3,-5,.,.,.,4,2,-3
O=C(Nc1ccc(NC(=O)c2cccs2)cn1)c1ccccc1,6,-8,-2,1,-3,-8,3.4,1,1,-1
C/C=C/Cn1c(SC)nc2c1c(=O)[nH]c(=O)n2C,6,-5,6,-13,0,-3,-0.4,-2,8,14
CC(C)CCNC(=O)NC(=O)COC(=O)/C=C/c1cnc2ccccc2n1,2,2,-2,-8,-4,0,-0.8,8,-2,-5
COc1cccc(-n2nnnc2SCC(=O)NC2CCCCC2)c1,0,1,3,0,2,-3,-0.7,7,4,-2
CC(C)NC(=O)C1CCN(C2CCN(Cc3ccc4cccc(F)c4n3)CC2)CC1,5,1,-3,10,1,3,0.5,4,-2,-2
CC1CCC(NC(=O)CN2C(=O)NC(C)(C)C2=O)CC1 (centres undefined),-1,3,2,5,-4,5,0.7,7,-3,4
Cn1c(N)c(C(=O)CCl)c(=O)n(C)c1=O,-5,5,-1,1,3,-5,-0.3,6,-1,1
CCOC(=O)CSC1=NC(=O)/C(=C/c2ccc(Br)cc2)S1,-3,-35,0,25*,3,-19,-1.9,-16,4,5
Clc1ccc(C[n+]2cc(-c3ccc(Cl)cc3)n3c2CCC3)cc1,8,6,2,2,-5,-1,0.2,-7,-2,2
O=C(Nc1ccccc1)C1=C[C@H](c2ccc(C(F)(F)F)cc2)C[C@H](OCCCCO)O1,0,-10,-1,-8,1,-60,-0.3,-4,-3,3
NC(=O)NC(CC(=O)OCC(=O)Nc1nnc(-c2ccccc2)o1)c1ccc(Cl)cc1 (centres undefined),3,-1,-1,2,-6,8,1.4,-2,-3,0
O=S1(=O)N=C(N(CCO)/N=C/c2ccc(Cl)cc2)c2ccccc21,1,-6,-4,6,-2,3,-0.1,2,1,-2

# Full records, looked up by structure. Values in the order: DDE Tn7 FP inh | ABHD4 inh | UHRF1 MBD2 ctr | TDP2 absorb | TCR-CD3 inh | HTRA1 inh | PG9 binder | SIAE inh | LEDGF integ inh | PRMT1 FP inh
# Cn1c(N)c(C(=O)CCl)c(=O)n(C)c1=O as listed: -5 | 5 | -1 | 1 | 3 | -5 | -0.3 | 6 | -1 | 1
# O=C(Nc1ccc(NC(=O)c2cccs2)cn1)c1ccccc1 as listed: 6 | -8 | -2 | 1 | -3 | -8 | 3.4 | 1 | 1 | -1
# Clc1ccc(C[n+]2cc(-c3ccc(Cl)cc3)n3c2CCC3)cc1 as listed: 8 | 6 | 2 | 2 | -5 | -1 | 0.2 | -7 | -2 | 2

# More records follow.
SMILES,DDE Tn7 FP inh,ABHD4 inh,UHRF1 MBD2 ctr,TDP2 absorb,TCR-CD3 inh,HTRA1 inh,PG9 binder,SIAE inh,LEDGF integ inh,PRMT1 FP inh
Cc1occc1C(=O)NN1C(=O)C2C3CCC(O3)C2C1=O (centres undefined),3,6,-1,7,-3,0,-2.8,0,-2,-2
CCOc1ccc(OCC)c(NC(=O)CCSCCc2ccccn2)c1,-3,2,0,5,-5,8,1.2,3,1,4
CN(Cc1cccnc1)C(=O)c1ccc2nc(Cc3ccccc3F)oc2c1,-8,4,0,12,0,1,-1.1,1,0,1
COc1ccccc1-c1noc(CSc2nc(N)cc(=O)[nH]2)n1,-7,-12,-1,-8,2,-2,-4.5,-2,3,5
COc1ccc(S(=O)(=O)N2CCCCC2)cc1NC(=O)CCNC(=O)c1ccc(Br)cc1,1,-8,1,11,-2,-8,-2.3,-4,2,-1
O=C(O)c1nccnc1C(=O)NCc1csc2ccc(Cl)cc12,5,-1,8,17,-6,.,-1.5,-3,1,2
O=C(O)c1nc(N2CCCC2)ncc1Cl,5,-3,3,-2,3,2,0.6,3,0,0
COc1ccc(NC(=O)CN(Cc2ccccc2)S(C)(=O)=O)cc1OC,-7,1,0,-19,2,3,-1.9,0,4,-3
COc1cc(/C=N/N2CCN(c3ccccc3)CC2)ccc1OC(C)=O,4,8,-1,3,0,4,-4.1,1,2,1
COc1cc(S(=O)(=O)NCc2ccccn2)ccc1Cl,-3,-10,5,-22,2,4,-2.4,-3,8,-5
Brc1cccc(-c2nnc3sc(CN4CCCCC4)cn23)c1,3,-1,-2,-18,9,-15,-1.3,-2,-2,0
Cc1cc(C)cc(OC(C)c2ccnc3nc(/N=C/N(C)C)nn23)c1 (centres undefined),-6,-10,3,1,-3,5,0.3,1,6,-2
CC(OC(=O)[C@@H](NS(=O)(=O)c1ccccc1)C(C)C)C(=O)c1c(N)n(C)c(=O)n(C)c1=O (some centres undefined),1,-5,-1,-10,7,3,-1.6,-2,-3,0
COc1ccc(OCC(=O)Nc2cc(S(=O)(=O)N3CCCC3)ccc2OCC(F)(F)F)cc1,3,2,5,-2,-12,-4,9.3*,40*,-6,2
CCN(CC)C(=O)CN(C#N)c1nc(NC(C)C)nc(NC(C)C)n1,-4,2,1,6,10,5,2.0,2,-4,-1

# Part of the list above in order of formula weight, low to high:
SMILES,DDE Tn7 FP inh,ABHD4 inh,UHRF1 MBD2 ctr,TDP2 absorb,TCR-CD3 inh,HTRA1 inh,PG9 binder,SIAE inh,LEDGF integ inh,PRMT1 FP inh
CCOc1ccc(OCC)c(NC(=O)CCSCCc2ccccn2)c1,-3,2,0,5,-5,8,1.2,3,1,4
Brc1cccc(-c2nnc3sc(CN4CCCCC4)cn23)c1,3,-1,-2,-18,9,-15,-1.3,-2,-2,0
COc1ccc(S(=O)(=O)N2CCCCC2)cc1NC(=O)CCNC(=O)c1ccc(Br)cc1,1,-8,1,11,-2,-8,-2.3,-4,2,-1

# Of the compounds above, four contain fluorine.
SMILES,DDE Tn7 FP inh,ABHD4 inh,UHRF1 MBD2 ctr,TDP2 absorb,TCR-CD3 inh,HTRA1 inh,PG9 binder,SIAE inh,LEDGF integ inh,PRMT1 FP inh
CC(C)NC(=O)C1CCN(C2CCN(Cc3ccc4cccc(F)c4n3)CC2)CC1,5,1,-3,10,1,3,0.5,4,-2,-2
O=C(Nc1ccccc1)C1=C[C@H](c2ccc(C(F)(F)F)cc2)C[C@H](OCCCCO)O1,0,-10,-1,-8,1,-60,-0.3,-4,-3,3
CN(Cc1cccnc1)C(=O)c1ccc2nc(Cc3ccccc3F)oc2c1,-8,4,0,12,0,1,-1.1,1,0,1
COc1ccc(OCC(=O)Nc2cc(S(=O)(=O)N3CCCC3)ccc2OCC(F)(F)F)cc1,3,2,5,-2,-12,-4,9.3*,40*,-6,2

# Continuation.
SMILES,DDE Tn7 FP inh,ABHD4 inh,UHRF1 MBD2 ctr,TDP2 absorb,TCR-CD3 inh,HTRA1 inh,PG9 binder,SIAE inh,LEDGF integ inh,PRMT1 FP inh
CO[C@H]1O[C@H](CBr)[C@@H](OC(=O)c2ccccc2)[C@H](O)[C@H]1O,-1,2,-2,3,0,2,-0.2,2,4,-2
COc1ccc(Nc2c[nH]c(=O)[nH]c2=O)cc1,2,6,-6,1,-3,6,-3.8,6,0,-1
CCc1nc(CN2CCN(Cc3ccc(F)c(F)c3)C(CCO)C2)c(C)[nH]1 (centres undefined),9,7,7,7,-3,-1,0.7,-3,-3,-1
C/C(=N\NC(=O)c1cc2ccccc2cc1O)c1cc2ccccc2o1,0,26,-1,-12,5,36*,-1.0,17*,2,-3
COc1cccc(N(CC(=O)NC2CCCC2)C(=O)CCCC(=O)Nc2ccccn2)c1,3,-9,3,-1,-1,3,1.7,7,-3,2
Cc1ccc(NC(=O)c2c(C(F)(F)F)nn(C)c2Cl)cc1C,9,0,-3,-3,7,-7,0.3,-5,-4,-4
NC(=O)c1ccccc1,-2,-5,5,2,-3,0,-0.5,-3,2,0
CC(=O)N1CCCC(c2cc(C(=O)Nc3ccccc3)no2)C1 (centres undefined),-7,0,-2,-12,6,.,0.1,-2,4,-3
C[C@H]1COC(=O)[C@H](Cc2ccc(F)cc2)CC/C=C/C[C@@H](CC(=O)N(CCO)Cc2ccccc2)C(=O)N1,3,2,-2,-5,2,-4,0.6,3,4,-2
COCCCNC(=O)c1ccc2nc3ccccc3c(=O)n2c1,9,0,-6,-1,9,1,-0.1,-8,4,-3
NC(=O)CC(NC(=O)Cc1ccc(Br)cc1)c1ccc(NCCN2CCCCC2)c([N+](=O)[O-])c1 (centres undefined),3,-3,-11,5,-3,3,-0.4,-3,-3,2
CCN(C(=O)Cn1c(=O)oc2ccccc21)c1ccc(C)c(C)c1,4,-7,3,-4,-5,4,0.2,1,2,1
CCOC(=O)CSc1nnc(Cc2ccccc2)n1-c1ccc(C)cc1,6,-2,1,-2,7,-2,0.9,3,0,-1
CCOC(=O)c1c(SCC(=O)Nc2nccs2)nc(C)c(C)c1C,-2,7,-1,12,2,-4,-0.4,1,-2,-1
Cc1ccc(N(CC(=O)N/N=C/c2ccco2)S(=O)(=O)c2ccccc2)cc1,3,-2,0,3,0,-17,-1.0,5,5,-2
Cc1ccc(S(=O)(=O)NC(=O)Nc2cccc(C)n2)cc1,-2,1,3,6,-6,.,0.8,-7,-2,2
CSCCC(N=Cc1c(O)n(-c2ccc(F)cc2)c(=O)[nH]c1=O)C(=O)O (centres undefined),-3,-3,-2,3,2,.,2.4,4,1,0
Cc1ccc(NC(=O)CC(C)CC(=O)NCc2ccccc2)cc1Cl (centres undefined),5,0,1,-3,2,4,1.8,3,0,0
O=C(CN(C(=O)Cn1nnc(-c2ccc(F)cc2)n1)C1CCCC1)NC1CCCC1,2,-2,2,9,-2,-2,3.1,3,4,3
COc1ccc2cc(-c3[nH]ncc3CN3CCCN(c4ccccc4)CC3)ccc2c1,-12,7,-3,4,2,-23,-0.3,12,2,-4
O=C(Nc1ccccc1OC(F)F)c1oc2ccccc2c1COc1ccccc1,3,-17,2,-12,-9,-1,-0.7,4,-1,5
COc1cc(C=O)ccc1OC(=O)c1ccc(C(C)C)cc1,6,-3,2,-10,5,-37,-2.3,-1,-1,-4
CC1(C)OC(=O)C(=NNc2ccccc2)C(=O)O1,-1,-5,3,-7,-2,8,-0.3,1,-1,5
Cc1ccc(S(=O)(=O)CCC(=O)OCC(=O)NCc2ccc(F)cc2)cc1,-1,-2,0,2,-2,3,-0.9,6,-2,0

# Compounds as they come; any-hit rate near 4.2%.
